# Source: PubChem (National Center for Advancing Translational Sciences (NCATS))
# HT1080 IDH1KD tx = qHTS for induction of synthetic lethality in tumor cells producing 2HG: qHTS for the HT-1080-IDH1KD cell line | HT-1080 IDH1 knockdown viability, ATP luminescence, 48 h | Potency, µM (series often up to 46.1 µM), inactives show at the top dose activity, negative = toxicity, most hits filed as cytotoxic | 360,000 tested, 2% active | AID 686971, 2013;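 further: potency means the concentration at half of the fitted maximal effect; 0% = DMSO wells and -100% = cell-free medium wells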
#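 % activity derives from luminescence (CellTiter-Glo), normalised to DMSO and no-cell wells. HT-1080-IDH1KD cells, 750/well, had 48 h compound exposure at 37 °C.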
# KB-3-1 cytotox = qHTS assay for MDR1-selective chemotherapeutics: Primary screen using the parental adenocarcinoma cell KB-3-1. KB-3-1 viability, CellTiter-Glo ATP luminescence, 72 h. Potency, µM (series often up to 46.1 µM), for the others: at the highest dose activity change, negative = cytotoxic, hits mostly cytotoxic. AID 1347075, 2019. 400,000 tested, 1.4% active; further: potency means the concentration at half of the fitted maximal effect; on the % scale 0 is the no-effect control and ±100 the full control effect; nearly all actives have a fitted effect of over 60% in size
#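 KB-3-1 cells, DMEM (no phenol red) + 10% FBS; compound by pin transfer, 72 h, 37 °C. Readout: CellTiter-Glo luminescence after 10 min. Data normalized, curve-fitted.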
# KB-V1 MDR tox = qHTS assay for MDR1-selective chemotherapeutics: Primary screen using the drug-selected MDR subline cells KB-V1. KB-V1 MDR cells viability, CellTiter-Glo, 72 h. Potency, µM (doses to about 46.1 µM), without a hit: at the top dose activity change, negative = cytotoxicity, hits mostly cytotoxic. 400,000 tested, 3.4% active. AID 1347076, 2019; further: potency means the concentration at half of the fitted maximal effect; on the % scale 0 is the no-effect control and ±100 the full control effect; nearly all actives have a fitted effect of over 60% in size
#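 Potencies derive from concentration-effect curves fitted to normalized luminescence (CellTiter-Glo) of KB-V1 cells treated for 72 h at 37 degrees C in phenol-red-free DMEM containing 10% FBS.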
# ATXN2 expr inh = Primary qHTS for Inhibitors of ATXN expression; HEK-293 ATXN2-luciferase reporter, luminescence, 24 h; Potency, µM (titrated, usually from 57 µM), without a hit: top-dose activity change, negative = inhibition, hits mostly inhibitors; 360,000 tested, 0.72% active; further: potency means the concentration at half of the fitted maximal effect; on the % scale 0 is the no-effect control and ±100 the full control effect; nearly all actives have a fitted effect of over 55% in size
#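 qHTS (up to 57 uM final) was run with 24 h compound exposure of reporter cells at 37 °C. Each well was multiplexed: SteadyGlo luminescence measured ATXN2-luciferase expression after a fluorogenic Gly-Phe-AFC viability readout (25 uM final).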
# MCF10A rereplic = A quantitative high throughput screen for small molecules that induce DNA re-replication in MCF 10a normal breast cells. 350,000 tested, 2.9% active. Potency, µM (top dose mostly 46.1 µM), for inactives: at the top dose activity, positive = re-replication, usual class: activators. AID 624296, 2012. MCF 10A DNA re-replication, Hoechst nuclear intensity, 48 h; further: potency means the concentration at half of the fitted maximal effect; % of control where 0% means no effect; nearly all actives have a fitted effect of over 50% in size
# SW480 rereplic = A quantitative high throughput screen for small molecules that induce DNA re-replication in SW480 colon adenocarcinoma cells; AID 624297, 2012; SW480 DNA re-replication, Hoechst DNA content imaging, 48 h; Potency, µM (doses to about 46.1 µM), for the others: at the highest dose re-replication activation, hits mostly activators; 340,000 tested, 1.8% active; further: potency means the concentration at half of the fitted maximal effect; % of control where 0% means no effect; nearly all actives have a fitted effect of over 55% in size
#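 Quantitative HTS format with DMSO vehicle controls; 48 hr drug incubation at 37 C, then 40 min Hoechst staining and scanning imager measurement at 405 nm excitation.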
# IL1B secr inh = qHTS for Inhibitors of Inflammasome Signaling: IL-1-beta AlphaLISA Primary Screen. activity change, % at 57.5 µM. 360,000 tested, 4.7% active. THP-1 LPS/ATP IL-1B secretion, AlphaLISA, 16 h; hits give low values; in the data active means activity change below about -50%; inconclusive means mostly about -30% to -49%; further: on the % scale 0 is the no-effect control and ±100 the full control effect
#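 Secreted IL-1B measured by AlphaLISA bead assay after 16 h compound exposure of THP-1 cells; compounds (final up to 57.5 uM) added 1 h before LPS (250 ng/mL) and ATP (1.25 mM) stimulation; lower signal means less secretion.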
# HT1080-NT tox = qHTS for induction of synthetic lethality in tumor cells producing 2HG: qHTS for the HT-1080-NT fibrosarcoma cell line; HT-1080-NT fibrosarcoma viability, CellTiter-Glo ATP luminescence, 48 h; Potency, µM (top dose mostly 46.1 µM), inactives show at the top dose activity, negative = less viability, usual class: cytotoxic; 360,000 tested, 1.6% active;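 further: NT is the 2HG producing partner of a matched IDH1 knockdown line; potency means the concentration at half of the fitted maximal effect; 0% = DMSO-treated cells and -100% = media-only wells without cells; nearly all actives have a fitted effect of over 55% in size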
#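 Viability by CellTiter-Glo luminescence after 48 h compound exposure at 37C of HT-1080-NT cells (750/well, RPMI, 5% FBS). % activity scaled between DMSO wells and medium-only wells, then curve-fitted and categorized by curve class.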
# WRN inhibitor = qHTS for Inhibitors of WRN Helicase; WRN helicase unwinding, fluorescent forked duplex, kinetic; Potency, µM (top dose mostly 114 µM), without a hit: top-dose activity change, negative = inhibition, hits mostly inhibitors; 360,000 tested, 0.46% active; AID 651768, 2012; further: potency means the concentration at half of the fitted maximal effect; on the % scale 0 is the no-effect control and ±100 the full control effect; nearly all actives have a fitted effect of over 55% in size
#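 Enzyme (20 nM final) and test compound sit together 15 min at room temperature before substrate addition. Substrate is a single-forked duplex oligonucleotide (100 nM) labelled with fluorophore and quencher, with 2 mM ATP; helicase unwinding raises red fluorescence, read kinetically.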
# * marks the source's active call; other numbers are inactive results; ? = inconclusive; nt = not tested or not shown; & = joins results of further samples; [ ] = remark or other dose. Unless noted, the call rests on the fitted dose curve; in most records, active means well fitted curve in the direction sought with a large enough effect; inconclusive means small, poorly fitted or top-dose-only effect, or another doubt; inactive means no such curve, though single readings can be large; an effect the other way counts as inactive or inconclusive.
SMILES,HT1080 IDH1KD tx,KB-3-1 cytotox,KB-V1 MDR tox,ATXN2 expr inh,MCF10A rereplic,SW480 rereplic,IL1B secr inh,HT1080-NT tox,WRN inhibitor
O=C(C1CC(=O)N(c2ccc3c(c2)OCCO3)C1)N1CCN(c2ccccc2O)CC1 (configuration not stated),-1%,-1%,-18%,?,16%,3%,-9,-4%,5%
COc1ccc(NC(=O)/C(N=Nc2cc(S(=O)(=O)Nc3ccc(OC)cc3)ccc2OC)=C(\C)O)cc1,4%,?,-25%,-30%,0.58µM*,-72%[inhibitor],10,4%,8%
CCOC(=O)NC(=O)c1cn(Nc2ncc(Cl)cc2C(F)(F)F)c(=O)[nH]c1=O,15%,14%,0%,3%,-6%,2%[9.22 µM],-11,4%,-15%
C=CCNC(=O)CC(=O)N/N=C/c1cccc(Br)c1,2%[9.24 µM],12%,21%,2%,19%,-6%,-2,3%,-7%[57.1 µM]
CC1CCCCN1C(=O)c1cc2nc(-c3ccccc3)cc(-c3ccccc3)n2n1 (configuration not stated),?,-29%,?,?,?,?,-61*,?,-19%
CS(=O)(=O)N(CCC#N)Cc1ccco1,4%,-10%,5%,-11%,-4%,-37%[inhibitor],-1,-1%,7%
C/C=C(\C)C(=O)NCCN1C2=NC[C@H](C(C)C)N2C[C@@H]1Cc1ccc(OC)cc1,-4%,19%,?,10%,5%,-10%,-4,0%,7%
O=C(OCC(=O)N1c2ccccc2Sc2ccccc21)C1CC(=O)N(Cc2ccco2)C1 (configuration not stated),10%,-5%,8%,4%,-23%,0%,25,2%,-7%
Cc1cccc(COc2ccccc2C(=O)OCC(=O)N(C)c2c(N)n(Cc3ccccc3)c(=O)[nH]c2=O)c1,-12%,nt,nt,-5%,3%,20%,-15,-3%,?
Cc1ccc(S(=O)(=O)NNC(=O)Nc2ccc([N+](=O)[O-])cc2)c(C)c1,-7%,0%,2%,2%,11%,-3%,-13,0%,-34%
COC(=O)/C(=C1\Oc2ccc(C(C)(C)C)cc2S1)C(F)(F)F,11%,3%,-3%,25%,?,?,0,7%,-4%
O=C(NC1CC1)c1nc(Cn2ccc([N+](=O)[O-])n2)no1,-5%,0%,10%,-2%,?,-5%,3,23%,0%[57.1 µM]
O=C(O)CNC(=O)/C(=C\c1cccc([N+](=O)[O-])c1)NC(=O)c1ccco1,28%,14%,30%,21%,-2%,3%,0,?,2%
O=C(CSc1ccc2nnc(-c3cccnc3)n2n1)NCc1ccc2c(c1)OCO2,5%,-9%,0%,23%,-8%,-8%,-5,2%,-4%
O=C(NCc1ccco1)c1[nH]c(C(F)(F)F)nc1-c1ccccc1,6%,0%,?,-10%,nt,nt,2,1%,-12%
CC(=O)Nc1ccc(NC(=O)Cc2ccc(-c3ccccc3)cc2)cc1,0%,1%,4%,nt,8%,-2%,-8,9%,2%
COc1ccc(CCNCC(=O)Nc2ccccc2C(F)(F)F)cc1,-13%,3%,?,-8%,2%,18%,-6,3%,-4%[57.1 µM]
C[C@@H](CO)NC(=O)[C@H]1O[C@@H](n2ccc(=O)[nH]c2=O)[C@H](O)[C@@H]1O,19%,0%,3%,-5%,nt,nt,54,21%,-1%
Cc1ccc(NC(=O)NC2OC(=O)c3ccccc32)cc1 (configuration not stated),18%,-2%,17%,17%,-2%,4%,-4,3%,-5%
Cc1c(NC(=O)c2nn(C(C)C)c(=O)c3ccccc23)c(=O)n(-c2ccccc2)n1C,-2%,0%,-13%,nt,nt,nt,-3,-6%,7%
O=C(CSc1nc2c(cnn2-c2ccc(F)cc2)c(=O)[nH]1)N1CCCCC1,3%,-12%,14%,3%,-2%,-10%,9,1%,-5%
CCOC(=O)c1c(NC(=O)Cc2cccs2)sc(C(=O)NC2CCCCC2)c1C,7%,-26%,-26%,-12%,14%,0%,13,7%,4%
CCOC(=O)N1CCC(Nc2c(NCCCN(CC)c3cccc(C)c3)c(=O)c2=O)CC1,0%,?,4%,-18%,-8%,1%,-2,-1%,-3%
O=C(NCc1ccc(F)cc1)C1CCCN(C(=O)Nc2ccc(F)cc2)C1 (configuration not stated),-16%,0%,-16%,-25%,4%,2%,-5,-12%,-7%
CN(C)c1ccc(C=Cc2cnccn2)cc1,-12%,0%,-8%,-34%,18µM*,?,-12,-16%,3%
CCc1nc2ccc(C(=O)NCCOc3ccc(OC)cc3)cn2c1N(C=O)Cc1ccc(OC)cc1,-4%,0%,2%,-3%,nt,nt,0,1%,3%
O=C(NCCCN1CCCC1)c1ccc2c(c1)N(Cc1ccccc1F)C(=O)c1ccccc1S2=O (configuration not stated),?,-10%,?,-7%,-1%,-2%,-28,-25%,7%
Cc1ccccc1C(=O)NNC(=O)CCCCC(=O)NNC(=O)c1ccccc1C,13%,5%,25%,-3%,0%,8%,12,2%,-7%
O=C(CCS(=O)(=O)Cc1ccccc1)NCCc1ccccc1,10%,1%,0%,-10%,-3%,-12%,-1,-1%,-5%
Cc1cc(S(=O)(=O)NC2CCCCC2)c(C)s1,-2%,12%,0%,0%,-2%,3%,1,11%,-3%
Cc1nnc(SCc2cccc3ccccc23)s1,-7%,1%,-16%,74%[activator],-20%,?,nt,-7%,-2%
CCc1ccccc1Nc1nc2ccccc2[nH]1,?,?,?,nt,?,?,-5,-21%,0%
COC(=O)[C@H](Cc1ccccc1)NC(=O)NCCc1ccc(S(N)(=O)=O)cc1,15%,3%,1%,5%,20%,3%,7,15%,2%
O=C(Nc1nnc(SCC(=O)N2CCCCC2)s1)c1cccs1,-13%,-3%,21µM*,6%,-2%,-6%,7,1%,-6%
COc1ccccc1CNCc1cc(OC)c(OC)c(OC)c1,4%,-2%,9%,-2%,19%,3%,-10,3%,-4%
CCOc1ccc(CCNS(=O)(=O)c2c(C)nc3scc(C)n3c2=O)cc1OCC,-6%,-1%&6%,1%&1%,1%&2%,2%,?,-8,-3%,15%[57.1 µM]
C/C(=N\NC(=O)c1ccco1)c1ccc(NC(=O)c2ccccc2)cc1,2%,3%,-19%,0%,-2%,?,-11,0%,3%
O=C(Nc1ccc(O)c2c(=O)cc(-c3ccccc3Cl)oc12)c1ccc(Cl)c(Cl)c1,3%,0%,-15%,1%,3%,-15%,17,-6%,0%
Cc1cccc(N(C)C(=O)c2coc(=O)c3ccccc23)c1,-3%,-8%,15%,-5%,-3%,-2%[9.22 µM],17,-1%,-13%
COc1ccc(/C=N/NC(=O)c2cccc(COCC(F)(F)C(F)F)c2)cc1,?,1%,23µM*,21%,12%,-80%[inhibitor],-8,-11%,-4%
O=C(CCC(=O)N1CCN(S(=O)(=O)c2ccc(Cl)cc2)CC1)Nc1ccc2ccccc2c1,-10%,0%,0%,-33%,8%,8%,-13,-16%,-25%
COc1ccc(NC(=O)Nc2ccon2)c(OC)c1,4%,27%,?,2%,-3%,3%,-1,18%,6%
Cc1ccc(NC(=O)c2ccc(Cl)c(S(=O)(=O)N3CCCCCC3)c2)nc1,-13%,?,-23%,-27%,12%,-27%,-8,?,-5%
CC1=NN(C(=O)c2ccccc2Br)C(O)(c2cccnc2)C1 (configuration not stated),2%,3%,-18%,-2%,16%,?,21,1%,4%

# Among those listed so far, 8 have fluorine.
SMILES,HT1080 IDH1KD tx,KB-3-1 cytotox,KB-V1 MDR tox,ATXN2 expr inh,MCF10A rereplic,SW480 rereplic,IL1B secr inh,HT1080-NT tox,WRN inhibitor
CCOC(=O)NC(=O)c1cn(Nc2ncc(Cl)cc2C(F)(F)F)c(=O)[nH]c1=O,15%,14%,0%,3%,-6%,2%[9.22 µM],-11,4%,-15%
COC(=O)/C(=C1\Oc2ccc(C(C)(C)C)cc2S1)C(F)(F)F,11%,3%,-3%,25%,?,?,0,7%,-4%
O=C(NCc1ccco1)c1[nH]c(C(F)(F)F)nc1-c1ccccc1,6%,0%,?,-10%,nt,nt,2,1%,-12%
COc1ccc(CCNCC(=O)Nc2ccccc2C(F)(F)F)cc1,-13%,3%,?,-8%,2%,18%,-6,3%,-4%[57.1 µM]
O=C(CSc1nc2c(cnn2-c2ccc(F)cc2)c(=O)[nH]1)N1CCCCC1,3%,-12%,14%,3%,-2%,-10%,9,1%,-5%
O=C(NCc1ccc(F)cc1)C1CCCN(C(=O)Nc2ccc(F)cc2)C1 (configuration not stated),-16%,0%,-16%,-25%,4%,2%,-5,-12%,-7%
O=C(NCCCN1CCCC1)c1ccc2c(c1)N(Cc1ccccc1F)C(=O)c1ccccc1S2=O (configuration not stated),?,-10%,?,-7%,-1%,-2%,-28,-25%,7%
COc1ccc(/C=N/NC(=O)c2cccc(COCC(F)(F)C(F)F)c2)cc1,?,1%,23µM*,21%,12%,-80%[inhibitor],-8,-11%,-4%
